Compound activity from PubChem BioAssay.
FBW7 act – human FBW7 E3 ligase activation, primary screen; AlphaScreen FBW7–phospho-cyclin E peptide binding, activator screen; normalized activity (activation), % at 26.1 µM; 650,000 compounds, 0.13% hits; AID 1259310; in the data active = normalized activity above about 1.9%;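 also: purified mutant Fbw7 with reduced substrate affinity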
GPR151 ag – activators of human GPR151. Q8TDV0. PathHunter beta-arrestin GPR151 cells, luminescence. activation, % at 11.2 µM. 650,000 compounds, 1% hits. AID 1508602; in the data active = activation above about 4.9%;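 also: 0% = median of compound wells and 100% = cells with positive control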
Target sequence (Q8TDV0 whole entry, looked up): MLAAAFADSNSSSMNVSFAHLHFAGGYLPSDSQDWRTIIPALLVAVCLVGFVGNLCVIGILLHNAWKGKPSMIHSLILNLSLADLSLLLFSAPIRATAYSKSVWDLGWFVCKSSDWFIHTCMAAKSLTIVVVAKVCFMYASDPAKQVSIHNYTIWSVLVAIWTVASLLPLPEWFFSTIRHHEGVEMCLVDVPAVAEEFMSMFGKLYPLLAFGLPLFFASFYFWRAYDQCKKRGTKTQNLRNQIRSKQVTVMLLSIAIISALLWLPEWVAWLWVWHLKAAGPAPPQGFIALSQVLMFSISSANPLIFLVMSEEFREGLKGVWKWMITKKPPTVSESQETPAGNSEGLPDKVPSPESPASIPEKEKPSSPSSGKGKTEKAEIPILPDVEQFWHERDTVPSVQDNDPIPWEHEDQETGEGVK
TEAD-YAP inh – TEAD-YAP interaction inhibition; 640,000 compounds, 1.4% hits; inhibition, % at 9.12 µM; AID 1259422; HEK-TIYL cells, TEAD-Gal4/YAP UAS-luciferase luminescence; in the data active = inhibition above about 32%;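 also: 0% = median of test compound wells and 100% = reference inhibitor wells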
MITF primary – blocks human microphthalmia-associated transcription factor | O75030 | AlphaScreen MITF homodimerization, bead proximity signal | inhibition, % at 2.6 µM | 650,000 compounds, 0.91% hits; in the data active = inhibition above about 50%;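 also: 0% = vehicle wells with protein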
Target sequence (O75030 whole entry, looked up): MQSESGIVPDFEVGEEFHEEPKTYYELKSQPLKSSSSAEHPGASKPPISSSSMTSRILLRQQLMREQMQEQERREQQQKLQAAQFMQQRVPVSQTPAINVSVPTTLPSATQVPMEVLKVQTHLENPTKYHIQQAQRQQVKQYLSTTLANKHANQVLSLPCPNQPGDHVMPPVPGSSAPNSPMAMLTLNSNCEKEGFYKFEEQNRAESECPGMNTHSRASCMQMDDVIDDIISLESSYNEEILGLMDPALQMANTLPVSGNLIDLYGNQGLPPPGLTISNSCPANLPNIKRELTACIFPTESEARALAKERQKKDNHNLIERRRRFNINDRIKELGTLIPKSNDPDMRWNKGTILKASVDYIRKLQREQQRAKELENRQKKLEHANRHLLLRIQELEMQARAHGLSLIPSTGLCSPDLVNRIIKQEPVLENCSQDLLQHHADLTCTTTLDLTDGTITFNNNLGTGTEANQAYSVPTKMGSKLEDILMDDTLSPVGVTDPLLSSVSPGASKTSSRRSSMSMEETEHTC
* hit, by the source's call.

smiles	FBW7 act	GPR151 ag	TEAD-YAP inh	MITF primary
COc1ccc(NC(=O)CSc2nc(C)cc(C)c2C#N)cc1OC	0.3	-0.9	0	27
Cc1ccn(C(=O)COc2ccc(C(C)C)cc2Br)n1	-0.1	-0.2	4	12
O=C(COc1cccc2ccccc12)Nc1ccncc1	0.0	0.4	40*	6
COC(CN(C)C(=O)C1CCC(CNS(=O)(=O)c2ccc(C)cc2)CC1)OC (stereo not given)	-0.2	-0.3	4	3
CN(Cc1ccccc1)CC(O)COc1ccc(CNCc2cccnc2)cc1 (stereo not given)	-0.1	0.0	-8	1
COc1ccc(CN2CCNC(=O)C2CC(=O)NC2CCCC2)c(OC)c1 (stereo not given)	0.2	-0.7	12	5
COc1ccc(OC(=O)c2ccc(Cl)cc2)c(C(C)=O)c1	0.3	-0.2	2	6
CCOC(=O)C1=C(C)N=c2s/c(=C/c3cc([N+](=O)[O-])ccc3O)c(=O)n2C1c1ccc(SC)cc1 (stereo not given)	-0.1	0.4	5	-1

Copied from the list.
Cc1ccn(C(=O)COc2ccc(C(C)C)cc2Br)n1 – TEAD-YAP inh: 4
O=C(COc1cccc2ccccc12)Nc1ccncc1 – GPR151 ag: 0.4
COc1ccc(CN2CCNC(=O)C2CC(=O)NC2CCCC2)c(OC)c1 (stereo not given) – MITF primary: 5

Single records (already shown):
COc1ccc(CN2CCNC(=O)C2CC(=O)NC2CCCC2)c(OC)c1 (stereo not given) in the list: FBW7 act: 0.2; GPR151 ag: -0.7; TEAD-YAP inh: 12; MITF primary: 5
CN(Cc1ccccc1)CC(O)COc1ccc(CNCc2cccnc2)cc1 (stereo not given) in the list: FBW7 act: -0.1; GPR151 ag: 0.0; TEAD-YAP inh: -8; MITF primary: 1

Later entries:
smiles	FBW7 act	GPR151 ag	TEAD-YAP inh	MITF primary
COc1ccc(-c2cc(-c3ccccc3)c(C#N)c(N)n2)cc1	0.3	-0.7	4	-9
O=C(Cc1cccs1)N/N=C\c1ccc(Cl)cc1Cl	0.2	-1.9	1	18
CCCCCNC(=O)CCNC(=O)c1cc(OC)c(OC)c(OC)c1	-0.2	0.4	1	-2
O=C(/C=C/c1ccccc1)NNc1ccc(Cl)cc1	0.1	0.0	0	15
COC(=O)c1ccc(NC(=O)CN2C(=O)CN(c3ccc(Br)cc3)C2=O)cc1	0.1	-0.7	9	15
O=C(Nc1cccc(C(F)(F)F)c1)c1cc([N+](=O)[O-])ccc1N1CCOCC1	0.2	0.0	2	3
Cc1onc(-c2ccccc2Cl)c1C(=O)NC(CC(C)C)C(=O)O (stereo not given)	0.0	0.1	-3	-9
Cc1nn2c(SCC(=O)c3ccc(F)cc3)nnc2[nH]c1=O	0.0	1.1	2	14

In the list so far, 2 contain fluorine:
smiles	FBW7 act	GPR151 ag	TEAD-YAP inh	MITF primary
O=C(Nc1cccc(C(F)(F)F)c1)c1cc([N+](=O)[O-])ccc1N1CCOCC1	0.2	0.0	2	3
Cc1nn2c(SCC(=O)c3ccc(F)cc3)nnc2[nH]c1=O	0.0	1.1	2	14

Additional entries follow:
smiles	FBW7 act	GPR151 ag	TEAD-YAP inh	MITF primary
O=C(NCCN1CCOCC1)c1cc(-c2ccncc2)nc2ccccc12	0.1	-0.7	2	-4
COc1ccc(/C=C2\SC(=Nc3ccccc3)N(C3CCCCC3)C2=O)cc1	0.1	0.7	-40	4
Cc1ccc(F)c(CN2CCN3C(=O)[C@H](COCc4ccccc4)NC(=O)[C@H]3C2)c1	-0.3	0.6	-1	-5
CC(=O)C1=C(c2ccc(Cl)cc2)N(C(C)=O)n2c(nnc2-c2ccccc2)S1	-0.5	-0.5	1	3
O=c1nc(/C=C/c2ccc(-c3ccc(F)c(Cl)c3)o2)cc(C(F)(F)F)[nH]1	-0.1	-0.2	-1	9
CC(C)[C@H](NC(=O)OCc1ccccc1)C(=O)OCC(=O)N1C(C)CCCC1C (stereo not given in full)	-0.2	1.3	-7	-3
CCCCC(=O)Nc1cccc(-c2nc3ncccc3o2)c1	0.0	-0.2	13	0
CS(=O)(=O)N(CC(=O)Nc1cccc(F)c1)c1cccc(C(F)(F)F)c1	0.0	0.7	7	16

Next section.
smiles	FBW7 act	GPR151 ag	TEAD-YAP inh	MITF primary
Fc1ccccc1COc1ccccc1/C=N/n1cnnc1	-0.1	-0.7	-1	0
CCC1(C)Cc2ccccc2/C(=C/C(=O)N2CCCCC2)N1 (stereo not given)	0.5	0.7	-5	14
O=C1c2cccc3cccc(c23)C(=O)N1CCCN1CCN(c2ccc(F)cc2)CC1	-0.1	2.4	-3	-11
CCCc1ccc(C(=O)N2CCn3c(CO)nnc3C2)o1	-0.2	1.4	-4	-3
COc1cc2c(cc1OC)C(C(=O)N1CCN(C)CC1)C(c1cccs1)N(C)C2=O (stereo not given)	0.9	0.3	-2	-1
CC(C)CCNC(=O)c1ccc2c(c1)NC(=O)C(CS(=O)(=O)Cc1cccc(Br)c1)N2 (stereo not given)	0.5	-0.2	4	12
CC1(C)CC(=O)c2cnc(NC(=O)c3ccco3)nc2C1	0.1	0.9	-9	-2
CN1CCN(c2ccc(NC(=O)c3cccc(I)c3)cc2)CC1	-0.2	-0.8	-20	6

New compounds follow
smiles	FBW7 act	GPR151 ag	TEAD-YAP inh	MITF primary
CC(=O)C1=NN(c2ccc(Cl)cc2)C(c2ccc3c(c2)OCO3)N1C(C)(C)C (stereo not given)	2.0*	0.1	2	28
N#Cc1ccc(Oc2cccc(-c3cnc4ccccc4n3)c2)cc1C#N	-0.3	-1.9	12	-3
CCc1cc2c(C)cc(=O)oc2c(CN2CCCCCC2)c1O	-0.1	0.3	1	-3
O=C(CSc1nc2ccc(NC(=O)c3ccc(Br)cc3)cc2s1)Nc1ccccc1[N+](=O)[O-]	-0.1	0.5	-15	1
CCOC(=O)c1c(C)oc2ccc(N(C(=O)c3ccccc3)S(=O)(=O)c3ccc(C)cc3)cc12	0.1	0.7	4	1
NC(=O)CSc1cn(CCNC(=O)c2ccc(F)cc2)c2ccccc12	-0.1	-1.7	-13	2
O=c1c2sccc2nc(SCc2ccc(Cl)cc2)n1Cc1ccc2c(c1)OCO2	0.0	1.2	4	1
CCCS(=O)(=O)c1c(S(=O)(=O)CCC)c2c(N)cccn2c1C(=O)c1ccc(OC)cc1	-0.1	-0.3	-3	-5

More entries.
smiles	FBW7 act	GPR151 ag	TEAD-YAP inh	MITF primary
COc1ccccc1-c1nn2c(=O)cc(C)nc2s1	0.0	-0.2	-34	2
CCOC(=O)CNC(=O)Nc1nnc(-c2ccc(OCC)cc2)o1	0.5	-0.8	1	12
O=C(/C=C/c1ccc([N+](=O)[O-])s1)Nc1ccc(F)cc1	0.0	2.1	-32	6
O=[N+]([O-])c1cccc(-c2nc(=S)c3c(n2CC2CCCO2)CCCC3)c1 (stereo not given)	0.2	0.8	-3	3
O=S1(=O)N=C2CCCCCN2C(c2cccc(C(F)(F)F)c2)N1 (stereo not given)	0.0	-0.6	-2	12
CCCCCC(=O)N1c2ccccc2NC2=C(C(=O)CC(c3ccc(C)cc3)C2)C1c1ccco1 (stereo not given)	0.2	0.4	6	4
COc1cccc(/C=C2/SC(N)=NC2=O)c1OC	0.1	1.0	-8	-10
CCOC(=O)N1CCN(S(=O)(=O)c2ccc(C(=O)Nc3sc4c(c3C(N)=O)CCCC4)cc2)CC1	0.0	0.5	3	-8

Additional structures follow:
smiles	FBW7 act	GPR151 ag	TEAD-YAP inh	MITF primary
CSc1ccccc1C(=O)NCc1c(C)ncc2c1CCN(C(=O)c1cn[nH]c1)C2	-0.8	0.8	3	12
COC(=O)c1cnn2c1NCN(Cc1ccco1)C2	0.0	0.9	1	1
N#CC1=C(N)Oc2ccc3ncccc3c2C1c1ccccc1F (stereo not given)	-0.5	-0.5	51*	1
O=C(NCCCCNC(=O)c1ccccn1)c1ccccn1	-0.8	-0.2	-4	6
CCCCNC(=O)c1ccccc1NS(=O)(=O)c1ccc(OC)c(C)c1	-0.3	-0.3	8	0
Cc1cc(C)cc(-n2nc3c(c2NC(=O)c2cccc(Br)c2)CSC3)c1	0.0	0.6	8	-1
O=C(CSc1ccsc1[N+](=O)[O-])N1CCCCC1	-0.1	0.3	-12	-1
O=C(CCN1CCN(c2ccccc2)CC1)NNC(=O)c1n[nH]c(=O)c2ccccc12	-0.1	-0.5	0	-9

The list goes on.
smiles	FBW7 act	GPR151 ag	TEAD-YAP inh	MITF primary
N#Cc1ccccc1S(=O)(=O)Nc1ccccc1C(N)=O	0.2	0.1	-1	10
CN(C)CC(C)(O)c1ccc2c(c1)CN(Cc1ccc3ccccc3c1)CCO2 (stereo not given)	-0.2	1.6	3	-6
Cc1c(NS(=O)(=O)c2ccc(Br)cc2)c(=O)n(-c2ccccc2)n1C	-0.1	-0.1	-14	-15
CN(CCC#N)S(=O)(=O)c1ccc2[nH]cc(C(=O)N(Cc3ccco3)CC3CCCO3)c(=O)c2c1 (stereo not given)	0.0	-0.2	3	3
CC(C)CC(NC(=O)C(Cc1ccccc1)NC(=O)c1ccccc1)C(=O)O (stereo not given)	0.1	-0.9	-8	5
CC(=O)c1ccccc1-c1ccc2c(c1)CC(CNC(=O)c1nonc1C)O2 (stereo not given)	-0.1	-1.1	0	-24
Cc1cc(C)n(-c2nncn2NC(=O)c2ccc(Cl)cc2O)n1	-0.1	-0.9	2	-1
CCOC(=O)c1sc2nc(SCC(=O)NCc3ccco3)n(CCc3ccccc3)c(=O)c2c1C	-0.1	0.0	-3	-5

Additional results follow.
smiles	FBW7 act	GPR151 ag	TEAD-YAP inh	MITF primary
Cc1sc2c(c1C)c(=O)n(-c1ccccc1)c1n[nH]c(=S)n21	0.2	0.4	-1	13
CCOc1ccc(CN2CCN(CC(O)Cn3c4ccccc4c4ccccc43)CC2)cc1 (stereo not given)	0.1	-0.8	16	12
O=C(Nc1ccncc1)c1ccc(SCC(O)c2ccc(Br)cc2)cc1 (stereo not given)	1.0	0.4	18	10
O=C(NCc1ccccn1)c1ccccc1F	0.1	1.7	-21	6
O=C(OCCN=C1NS(=O)(=O)c2ccccc21)c1ccccc1F	0.0	-0.2	-14	2
Cc1ccc(NC(=O)COC(=O)CCc2c(C)nc3nc(N)nn3c2C)cc1C	-0.2	0.8	-1	-6
Cc1nnc(SCC(=O)N/N=C/c2ccncc2)n1-c1ccccc1	0.0	3.3	0	1
CCCCC1=NN2C(=N)/C(=C/c3cccc(OS(C)(=O)=O)c3)C(=O)N=C2S1	-0.1	1.1	1	5

(further entries)
smiles	FBW7 act	GPR151 ag	TEAD-YAP inh	MITF primary
c1ccc(CCn2nnnc2CN2CCN(c3ncccn3)CC2)cc1	0.1	-1.0	2	-2
C=CCOc1ccc(/C=C2\C(=O)NC(C)=C2C(=O)OC)cc1OC	-0.2	0.4	-8	7
O=C(CNS(=O)(=O)c1ccc([N+](=O)[O-])cc1)OCc1c(F)cccc1Cl	0.0	-1.1	10	4
Cc1[nH]c2ccccc2c1C1=CCN(S(=O)(=O)Cc2ccccc2)CC1	0.0	0.5	7	-4
COc1cccc(C2=NN3C(C2)c2cc(Cl)ccc2OC3c2cc(OC)ccc2OC)c1 (stereo not given)	0.0	-1.1	-61	-4
CNC(=O)c1ccc(-c2ccsc2)nc1N(C)C	0.0	0.0	0	6
COc1cccc(OC)c1OCCCN1CCCCCC1	-0.2	0.4	3	9
COc1cccc(C2CC(c3cccs3)=NN2C(=O)CSC2=NN3CCCC(=O)N=C3S2)c1OC (stereo not given)	0.6	-0.7	2	-2

Other entries.
smiles	FBW7 act	GPR151 ag	TEAD-YAP inh	MITF primary
CC(C)NC(=O)C1CC1(c1ccccc1)c1ccccc1 (stereo not given)	0.5	-0.3	-2	-7
CCC(C)NC(=O)c1ccncc1 (stereo not given)	-0.1	0.6	-4	7
COC(=O)CN(C)Cc1c(C(=O)N2C[C@@H](C)O[C@@H](C)C2)nc2ccc(Cl)cn12	0.0	0.6	-8	6
O=C1/C(=C/c2ccccc2Cl)SC(=NCc2ccccc2)N1Cc1ccccc1	0.2	0.8	-2	-3
C=CCn1c(N(CC)CC)nc2c1c(=O)n(C)c(=O)n2C	-0.3	1.9	1	-6
COC(=O)C(O)(c1ccc(O)cc1C)C(F)(F)F (stereo not given)	0.0	-0.7	-7	-8
CCCNc1cc(-c2cccs2)nc(N)n1	-0.2	-1.0	-39	21
Cc1ccc(C(O)(C(=O)N(C)N(C)C)c2ccc(C)cc2)cc1	0.0	-1.1	-10	-22

(continued)
smiles	FBW7 act	GPR151 ag	TEAD-YAP inh	MITF primary
Cc1cc(C)n(-c2cc(N3CCN(S(=O)(=O)c4ccccc4)CC3)ncn2)n1	-0.1	1.0	24	-1
Cc1ccc(C2CC(C(F)(F)F)n3nc(C(=O)N4CCN(C(c5ccccc5)c5ccccc5)CC4)cc3N2)cc1 (stereo not given)	-0.1	-0.5	-1	-17
CN(C)c1ncn(Cc2c(Cl)cccc2Cl)c2ncnc1-2	-0.1	2.1	6	-1
CCCCCCNS(=O)(=O)Cc1ccccc1	1.8	-1.0	-12	22
O=C1N(CN2CCC(Cc3ccccc3)CC2)c2ccccc2C12OCCCO2	-0.1	0.2	-6	-1
CC1CCC2C(=O)N(c3ccc(OC(=O)c4ccc(Cl)cc4)cc3)C(=O)C2C1 (stereo not given)	0.0	0.4	5	7
CCOC(=O)CSc1nnc(NC(=O)C2CC2)s1	0.1	-1.6	-5	0
CC1=C(C(=O)Nc2ccccc2C)C(c2ccco2)C(C#N)=C(SCC(=O)OCc2ccccc2)N1 (stereo not given)	0.8	-1.2	5	5
Cc1ccc2cc(C)c(N/N=C/c3cccnc3)nc2c1	-0.2	0.8	-6	5
